Luc counter = counter-screen: inhibitors of Kinase-Glo firefly luciferase; Kinase-Glo luciferase, ATP luminescence, 8 min; Q27757; hit rate 0.28% among 200,000; Potency, µM (highest dose often 38.3 µM), without a hit: top-dose activity change, negative = inhibition, hits mostly inhibitors; AID 1379; note: % is set by controls: 0 for no effect and ±100 for the full control effect; nearly all actives have a fitted effect of over 60% in size
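Compound is pinned into ATP-containing buffer (10 uM ATP, imidazole pH 7.2, 7 mM MgCl2). Kinase-Glo luciferase reagent is then added. Light output is recorded following an 8-min room-temperature incubation.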
Epigenetic reg = epigenetic control regulation, reporter derepression | murine LDR cells, GFP reporter derepression, 30 h | Potency, µM (doses to about 53.9 µM), without a hit: at the highest dose GFP activation, hits mostly activators | hit rate 0.2% among 280,000; note: % of control where 0% means no effect; nearly all actives have a fitted effect of over 60% in size
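Murine LDR cells carrying a silenced, genomically integrated CMV-driven GFP reporter were exposed to compound for 30 hours at 37 C. After PBS washes, GFP-positive cells (20–120 um objects) were counted by laser-scanning microplate cytometry.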
NPSR antag = blocks cAMP signaling of the human neuropeptide S receptor; Potency, µM (top dose mostly 38.3 µM), for the others: top-dose activity change, negative = inhibition, most hits filed as inhibitors; Q6W5P4; CHO-NPSR cells, cAMP TR-FRET, antagonist mode; AID 1461; hit rate 1% among 220,000; note: % is set by controls: 0 for no effect and ±100 for the full control effect; nearly all actives have a fitted effect of over 50% in size; many of its hits are not listed in these tables
RECQ1 helicase = blocks DNA unwinding by human RECQ1 | Potency, µM (top dose mostly 57.3 µM), for the others: at the top dose activity, negative = inhibition, usual class: inhibitors | RECQ1 DNA unwinding, red fluorescence kinetic read | hit rate 0.54% among 240,000 | AID 2549;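 note: plate controls were vehicle for no effect and no enzyme for full effect; nearly all actives have a fitted effect of over 30% in size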
Target sequence (P46063 whole entry, looked up): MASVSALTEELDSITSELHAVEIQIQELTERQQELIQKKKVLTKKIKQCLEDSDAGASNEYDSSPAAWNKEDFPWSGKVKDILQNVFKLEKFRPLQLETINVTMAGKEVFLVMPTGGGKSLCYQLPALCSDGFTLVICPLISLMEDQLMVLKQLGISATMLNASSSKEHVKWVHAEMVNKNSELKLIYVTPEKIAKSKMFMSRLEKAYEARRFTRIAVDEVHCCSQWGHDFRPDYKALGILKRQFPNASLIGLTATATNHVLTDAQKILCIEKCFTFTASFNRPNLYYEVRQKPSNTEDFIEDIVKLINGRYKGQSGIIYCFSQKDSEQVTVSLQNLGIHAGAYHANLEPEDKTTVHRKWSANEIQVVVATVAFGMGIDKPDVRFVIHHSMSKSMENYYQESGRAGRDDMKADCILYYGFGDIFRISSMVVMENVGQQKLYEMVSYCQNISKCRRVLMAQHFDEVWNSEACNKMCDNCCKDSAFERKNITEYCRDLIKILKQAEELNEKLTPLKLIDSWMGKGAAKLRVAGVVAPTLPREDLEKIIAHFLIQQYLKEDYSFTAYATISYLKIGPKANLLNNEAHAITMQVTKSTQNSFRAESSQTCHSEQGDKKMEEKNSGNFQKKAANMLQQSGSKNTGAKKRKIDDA
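50 nM RECQ1T1 preincubated 15 min with compound in Tris pH 8.0 buffer with MgCl2, DTT, Tween-20 and 2.5 ug/ml poly(dI-dC); started with 200 nM TAMRA/BHQ-2 forked duplex and 2 mM ATP. Unwinding read as fluorescence (525/598 nm), two reads 2 h apart.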
JMJD2E inh = inhibitors of human JMJD2E histone demethylase. B2RXH2. JMJD2E catalytic domain, FDH-coupled NADH fluorescence (FDH is formaldehyde dehydrogenase). Potency, µM (top dose mostly 57.1 µM), for the others: at the top dose activity change, negative = inhibition, actives largely listed as inhibitors. hit rate 1.6% among 230,000. AID 2147; active = well fitted inhibition curve with a large enough effect, not every such curve was filed as active; inconclusive = small, poorly fitted or top-dose-only effect, or another doubt; inactive = no such curve, though single readings can be large or run the other way;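 note: 0% = wells with enzyme and -100% = buffer wells without enzyme; nearly all actives have a fitted effect of over 50% in size; many of its hits are not listed in these tables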
Target sequence (B2RXH2 1-337 limits assumed): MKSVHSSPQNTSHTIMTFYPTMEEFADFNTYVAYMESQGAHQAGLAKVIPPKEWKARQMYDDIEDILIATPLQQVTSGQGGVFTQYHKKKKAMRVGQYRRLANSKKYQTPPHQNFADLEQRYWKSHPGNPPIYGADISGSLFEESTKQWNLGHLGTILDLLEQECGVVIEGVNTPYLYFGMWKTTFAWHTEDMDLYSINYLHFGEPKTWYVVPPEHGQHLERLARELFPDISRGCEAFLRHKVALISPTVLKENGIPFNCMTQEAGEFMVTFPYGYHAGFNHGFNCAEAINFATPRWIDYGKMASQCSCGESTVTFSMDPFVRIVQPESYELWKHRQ
IMPase Li inh = membrane-permeable IMPase blocker, potentiated with lithium | CHO-M1 cells, IP1 TR-FRET (IP-One), carbachol + lithium | Potency, µM (titrated, usually from 59.4 µM), for inactives: top-dose activity, negative = IMPase inhibition, most hits filed as inhibitors | hit rate 0.35% among 210,000 | AID 1457;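 note: IP1 builds up when IMPase is blocked and the TR-FRET signal falls; plate controls were basal vehicle for no effect and high inhibitor control for full effect; nearly all actives have a fitted effect of over 50% in size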
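CHO cells stably expressing M1 receptor (2000/well, cultured 16–30 h) treated 30 min at 37C with compound plus low lithium. Cytosolic IP1 by TR-FRET (665/620 ratio and 620 channel) after 10 min lysis; AC50 by Hill fit.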
SMN2 splice enh = SMN2 splice variant enhancement | HEK293 SMN2-luciferase splicing reporter, luminescence, 30-36 h | Potency, µM (top dose mostly 46.1 µM), inactives show at the top dose activity change, positive = activation, usual class: activators | hit rate 2.8% among 210,000 | AID 1458; note: % of control where 0% means no effect; nearly all actives have a fitted effect of over 55% in size
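HEK293 cells carry an SMN2 […]–luciferase reporter in which exon 7 inclusion puts luciferase in frame. Cells were plated 10-12 h before compound addition, then incubated 30-36 h at 37C. ONE-Glo luminescence was read; sodium butyrate at 4.5 mM final served as control.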
RGS12 GoLoco inh = inhibitors of human Gai1-RGS12 GoLoco interaction (red fluorophore); hit rate 0.44% among 230,000; Gai1:RGS12 GoLoco peptide FP, rhodamine, 10 min; AID 880; Potency, µM (top dose mostly 61.6 µM), for the others: top-dose activity, negative = inhibition, hits mostly inhibitors; active = well fitted inhibition curve with a large enough effect, not every such curve was filed as active; inactive = no such curve, though single readings can be large or run the other way; note: % is set by controls: 0 for no effect and ±100 for the full control effect; nearly all actives have a fitted effect of over 30% in size; many of its hits are not listed in these tables
Active calls of the source: *; i = inactive; ? = inconclusive; / = no result given; [ ] = dose if it differs, or a comment. Unless noted, calls come from the whole dose curve; as a rule, active = well fitted curve in the direction sought with a large enough effect; inconclusive = small, poorly fitted or top-dose-only effect, or another doubt; inactive = no such curve, though single readings can be large; an effect the other way counts as inactive or inconclusive. Potency is the fitted concentration of half-maximal effect.

SMILES	Luc counter	Epigenetic reg	NPSR antag	RECQ1 helicase	JMJD2E inh	IMPase Li inh	SMN2 splice enh	RGS12 GoLoco inh
N#Cc1sc2nc(C3CC3)cc(-c3ccc(Cl)cc3)c2c1N	4%	-3.2%	?	-17%	?	5%	-26%	7%
O=C(NNC1CC(c2ccccc2)=NN1C(=O)c1ccccc1)c1ccccc1 (stereo unspecified)	-4%	-1.1%	-29%	0%	-1%	16%	-8%	1%
NC(=O)c1cc2cc(Cc3ccccc3Cl)ccc2oc1=O	-1%	-1.8%	-24%	i	?	9%	-6%	5%
COC(=O)c1cnn(-c2ccc(C)c(C)c2)c1-n1cccc1	/	-1.1%	-36%	-5%	?	/	/	11%
CC(C)CCC(C(=O)O)C(C)CC(=O)NC1CCCCC1 (stereo unspecified)	1%	-1.0%	-3%[46.1 µM]	-7%	2%	22%[38.3 µM]	16%	2%
O=C(Cc1ccccc1)NCc1n[nH]c(=S)n1-c1ccccc1	-4%	2.5%	11%	i	-2%	-5%	3%	2%
CCOCCCn1c(=NC(=O)c2ccc(OC)c(OC)c2)c(C#N)cc2c(=O)n3cccc(C)c3nc21	-2%	0.0%	-19%[46.1 µM]	3%	?	27%[38.3 µM]	?	-3%
O=C(NC1CCCCCC1)C1c2ccccc2C(=O)N1Cc1ccco1 (stereo unspecified)	-3%	-1.1%	-17%[46.1 µM]	-1%	6%	15%[38.3 µM]	-10%	2%
O=C(CN(Cc1ccco1)C(=O)Cn1nnc(-c2cccs2)n1)NCc1ccccc1	-2%	5.9%	-14%[46.1 µM]	0%	10%	7%[38.3 µM]	-4%	-3%
CCOc1ncccc1C(=O)Nc1ccc(F)c(Cl)c1	-1%	-3.0%	-25%	i	-2%	-19%	-6%	-5%
CCN(Cc1ccccc1)C(=O)COC(=O)c1cnc(C)cn1	-1%	3.1%	-3%	i	6%	1%	16%	-4%
COC(=O)c1ccc(CSc2nnc(Nc3ccc(OC)cc3)s2)o1	-2%	1.0%	-16%[46.1 µM]	-3%	2%	5%[38.3 µM]	-1%	-1%
O=c1cc2ncc(-c3[nH]ncc3[N+](=O)[O-])cn2[nH]1	/	-1.5%	14%	2%	?	/	/	6%
CC1(C)Cc2cccc(C(=O)NC3CCN(Cc4ccccc4)CC3)c2O1	/	4.7%	6%	i	1%	/	/	2%
Cc1nc2sccn2c1-c1csc(NCc2ccccc2)n1	-3%	-1.4%	-28%[46.1 µM]	-6%	-19%	33%[activator][38.3 µM]	-57%[inhibitor]	16%
CC(=O)N/C(=C/c1ccc(Cl)cc1)C(=O)NCCc1c[nH]c2ccccc12	6%	-0.3%	-13%[46.1 µM]	i	-3%	-6%[38.3 µM]	-11%	1%
CCc1nc2cc3sc(CC)nc3cc2s1	/	1.3%	19%	-9%	7%	-3%	/	10%
O=C(Cn1cc(C(F)(F)F)ccc1=O)N/N=C/c1ccccc1	-1%	-0.1%	10%	-3%	8%	0%	10%	-5%
NNC(=O)CSc1ncc(-c2ccccc2)[nH]1	/	-0.3%	18%	-5%	17%	-8%	/	4%
CC(C)(C)NC(=O)c1ccc(COCC(F)(F)F)o1	1%	0.0%	2%[46.1 µM]	i	-1%	-8%[38.3 µM]	-2%	8%
CCCCC[C@H](O)/C=C/C=C/C/C=C\CCCC(=O)O	-2%	-0.3%	/	-6%	-1%	1%	0%	5%
CC(C)c1ccc(C2=NN(c3ccccc3)C(=O)CC2)cc1	1%	0.0%	-28%	3%	4%	5%	-2%	8%
CN(C)CCCNC(=S)Nc1ccc(Br)cc1	/	-1.0%	6%	-3%	9%	/	/	4%
O=C(O)CCCC(=O)Nc1cccc(-c2nc3ccccc3[nH]2)c1	1%	-0.2%	0%[46.1 µM]	-7%	?	6%[38.3 µM]	-3%	-3%
C#CCOCCOCCOCCNc1nc(N2CCOCC2)nc(N2CCN(C(=O)[C@H]([C@@H](C)CC)n3cc(CCCCN)nn3)CC2)n1	1%	1.4%	6%	-4%	-7%	8%	1%	2%

Profiles, looked up by structure. Order of screens: Luc counter	Epigenetic reg	NPSR antag	RECQ1 helicase	JMJD2E inh	IMPase Li inh	SMN2 splice enh	RGS12 GoLoco inh
CC1(C)Cc2cccc(C(=O)NC3CCN(Cc4ccccc4)CC3)c2O1 is listed with /	4.7%	6%	i	1%	/	/	2%
CC(=O)N/C(=C/c1ccc(Cl)cc1)C(=O)NCCc1c[nH]c2ccccc12 is listed with 6%	-0.3%	-13%[46.1 µM]	i	-3%	-6%[38.3 µM]	-11%	1%
O=c1cc2ncc(-c3[nH]ncc3[N+](=O)[O-])cn2[nH]1 is listed with /	-1.5%	14%	2%	?	/	/	6%

More structures follow:
SMILES	Luc counter	Epigenetic reg	NPSR antag	RECQ1 helicase	JMJD2E inh	IMPase Li inh	SMN2 splice enh	RGS12 GoLoco inh
CNCC/C=C1/c2ccccc2CSc2ccccc21	4%	-1.2%	2%[46.1 µM]	-3%	-1%	27%	-67%[inhibitor]	8%
O=[N+]([O-])c1ccc(-n2cccc2/C=N/Nc2nc(N3CCCCC3)nc(N3CCCCC3)n2)cc1	1%	3.6%	-4%	19%	6%	1%	-15%	17%
CCCN1CC(O)=C(C#N)C1=O	4%	-1.2%	18%	-16%	0%	-9%	-4%	9%
CN(C)S(=O)(=O)c1cccc(NC(=O)COC(=O)CCC(=O)c2cccs2)c1	-3%	-0.9%	8%	-6%	7%	4%	-1%	16%
Cc1nonc1OCCNc1ccc([N+](=O)[O-])cc1[N+](=O)[O-]	0%	0.4%	8%	-2%	-1%	4%	-7%	-5%
Cc1cc(C)c2nc(N3CCC(C(=O)NCc4cccnc4)CC3)sc2c1	0%	3.9%	5%	-1%	-14%	4%	-26%	-2%
Cc1cc(N2CCCCC2)nc(SCC(=O)c2ccccc2)n1	0%	0.7%	-12%[46.1 µM]	3%	1%	13%[38.3 µM]	16%	-3%
Cc1ccc(S(=O)(=O)N(CC(=O)N/N=C/c2ccccc2C(=O)O)c2cc(Cl)cc(Cl)c2)cc1	0%	0.2%	-2%	-1%	4%	-2%	-11%	-2%
O=C1C(=O)N(CCN2CCOCC2)C(c2ccccn2)/C1=C(/O)c1ccc(Cl)cc1 (stereo unspecified)	2%	0.0%	-3%	-2%	?	7%	5%	6%
Cc1c(Cl)ccc2c(C(=O)O)cc(-c3ccccc3)nc12	/	0.0%	57%	4%	5%	/	/	0%
O=[N+]([O-])c1cc(C(F)(F)F)ccc1N1CCN(S(=O)(=O)c2ccc3ccccc3c2)CC1	-3%	-0.9%	-6%[46.1 µM]	?	3%	-11%[38.3 µM]	-72%[inhibitor]	-2%
Cc1ccc(C)c2sc(NC(=O)c3nc4ccccc4s3)nc12	2%	0.9%	9%	0%	13%	-9%	21%	-3%
CCOC(=O)C1C(=O)CC(C)(O)C(C(=O)OCC)C1c1ccccc1OC (stereo unspecified)	1%	-1.0%	-7%[46.1 µM]	i	-4%	26%[38.3 µM]	9%	-2%
COc1ccc2c(Cl)c(C(=O)NCC3CCCO3)sc2c1Cl (stereo unspecified)	2%	1.1%	-47%	0%	-22%	-18%	/	7%
Cc1c(-c2cccc(Cl)c2)nc2ccccc2c1C(=O)OCC(=O)Nc1ccc2c(c1)OCO2	-1%	-0.9%	-54%	-17%	-6%	-3%	-12%	6%
Clc1ccc2scc(CN3CCCCC3)c2c1	-3%	-2.0%	3%	5%	-2%	11%	-3%	-2%
Cc1ccc(C)c(NC(=O)C2CC3c4ccccc4C2c2ccccc23)c1 (stereo unspecified)	4%	-1.2%	-5%[46.1 µM]	-14%	12%	2%[38.3 µM]	20%	7%
O=C(Nc1ccc(Oc2ccccc2)cc1)c1ccc(Cn2c(=O)[nH]c3ccsc3c2=O)cc1	3%	13%	-21%	i	1%	14%	-6%	6%
O=C(NCCN1CCOCC1)c1cc(-c2ccccc2)on1	1%	1.2%	-2%[46.1 µM]	-13%	-1%	-10%[38.3 µM]	-3%	8%
COc1ccc(/C=C/C(=O)Nc2ccccc2)cc1OC	-1%	-9.3%	0%	6%	3%	-1%	13µM*	7%
CCOC(=O)N1CCN(C(=O)c2ccccc2NC(=O)c2ccc(F)cc2)CC1	-3%	0.0%	7%	3%	6%	-2%	12%	7%
CCN1CCN(C(=S)NC(C)c2ccccc2)CC1 (stereo unspecified)	-2%	0.0%	17%	-5%	-1%	11%	14%	-3%
COC(=O)c1ccccc1NC(=O)COC(=O)[C@H](C)NC(N)=O	/	1.1%	-16%	0%	-4%	/	/	-1%
CN(C)c1ccc(CC(=O)c2nc3ccccc3s2)cc1	-2%	1.1%	10%	-1%	-20%	14%	-6%	-3%
Cc1cc(-c2n[nH]c(=S)n2/N=C/c2cccc([N+](=O)[O-])c2)n[nH]1	-2%	1.0%	-13%	-1%	-22%	-2%	19%	4%

(further entries)
SMILES	Luc counter	Epigenetic reg	NPSR antag	RECQ1 helicase	JMJD2E inh	IMPase Li inh	SMN2 splice enh	RGS12 GoLoco inh
C/C=C(\C)CN1CCN(c2ccc(C)cc2)CC1	0%	-1.5%	-11%[46.1 µM]	4%	-19%	0%[38.3 µM]	-13%	-3%
COc1cc(C2CC(=O)C3=C(C2)Nc2ncnn2C3c2cccs2)cc(OC)c1OC (stereo unspecified)	/	0.1%	-18%	-9%	?	/	/	2%
COc1ccc(C(=O)NCC2CCCO2)cc1S(=O)(=O)N1CCCc2ccccc21 (stereo unspecified)	-2%	-2.6%	4%	-1%	-7%	8%	0%	6%
O=C(COC(=O)/C=C/c1ccccc1[N+](=O)[O-])NC1CC1	1%	-1.0%	1%	-5%	-4%	21%	2%	3%
CCc1ccc(-c2cc(C(=O)NCc3ccco3)c3ccccc3n2)s1	-14%	4.8%	-15%[46.1 µM]	?	?	?	0%	75%[activator]
CCc1ccc(C(=O)NNc2ccc(F)cc2)cc1	/	2.1%	4%	-14%	-20%	/	/	3%
Cc1ccc(/C=C2\Sc3ccccc3C2=O)s1	-30%	-2.0%	-12%[46.1 µM]	-10%	2%	-4%[38.3 µM]	?	78%[activator]
Cc1cc(C)c(C(=O)O)c(CC(C)(C)C(=O)O)c1	/	2.2%	-14%	-5%	?	/	/	-5%
CCOc1c(OC)ccc2c3c(c(=O)oc12)CCCC3	-1%	0.0%	-1%[46.1 µM]	0%	-2%	27%[38.3 µM]	-28%	8%

Screening results deposited in PubChem by National Center for Advancing Translational Sciences (NCATS).

This is a subset; rates above refer to the full screens.
